Source: PubChem (several laboratories)
PAD4 FP inh – PAD4 (human) enzyme inhibition; Q9UM07; hit rate 0.41% among 330,000; inhibition, % at 6.36 µM; AID 485272; recombinant PAD4, RCA probe fluorescence polarization;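 active = percent inhibition above a cutoff equal to the mean of all tested compounds plus 3 SD, cut at about 15% in these data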;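 note: 0% = PAD4 with RCA probe and DMSO and 100% = probe without PAD4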
PME-1 inh – PME-1 (human) inhibition; hit rate 0.53% among 320,000; Q9Y570; recombinant PME-1, FP-Rh probe fluorescence polarization; AID 2130; inhibition, % at 5.9 µM;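 active = inhibition above the campaign mean of all compounds plus 3 SD, cut at about 26% in these data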;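 note: competitive labeling of PME-1 active site by serine hydrolase directed probe; 0% = PME-1 with DMSO and 100% = wells lacking PME-1 enzyme; inhibitors block probe labeling so polarization falls and inhibition rises; many of its hits are not listed in these tables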
Fam108B inh – Fam108B inhibition, counter-screen for RBBP9 inhibitors. recombinant Fam108B, FP-Rh probe fluorescence polarization. inhibition, % at 9.51 µM. hit rate 0.33% among 300,000. AID 1947;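 active = inhibition above the screen mean inhibition plus 3 SD, computed separately per campaign, cut at about 18% in these data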;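 note: inhibitors lower polarization as less probe binds the enzyme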
MEX-5 binding – C. elegans MEX-5 TCR-2 RNA binding activity; Q9XUB2; MEX-5/FITC-TCR2 RNA binding, fluorescence polarization; stronger effect = lower value; activity score (negative = inhibition of binding), % at 10 µM; hit rate 0.38% among 300,000;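 active = inhibition past about -25% in most replicates, and total fluorescence under double the plate's negative control median, limit read from the data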;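 note: 0% = DMSO and -100% = 5 µM competing unlabeled TCR2 RNA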
Target sequence (Q9XUB2 whole entry, looked up): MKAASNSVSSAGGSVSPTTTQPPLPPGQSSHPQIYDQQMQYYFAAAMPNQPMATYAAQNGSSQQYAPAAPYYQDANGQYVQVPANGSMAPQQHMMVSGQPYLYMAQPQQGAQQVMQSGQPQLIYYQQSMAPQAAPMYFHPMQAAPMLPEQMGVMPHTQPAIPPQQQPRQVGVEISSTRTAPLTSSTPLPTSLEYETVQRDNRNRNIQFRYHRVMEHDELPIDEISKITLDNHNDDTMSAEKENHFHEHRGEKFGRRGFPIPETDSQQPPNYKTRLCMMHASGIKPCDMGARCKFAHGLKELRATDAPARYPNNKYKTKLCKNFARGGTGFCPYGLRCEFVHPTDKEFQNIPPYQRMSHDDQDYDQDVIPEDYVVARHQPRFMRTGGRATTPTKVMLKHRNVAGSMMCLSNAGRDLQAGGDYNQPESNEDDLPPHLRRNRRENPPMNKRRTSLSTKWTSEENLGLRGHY
MCL1-BIM inh – inhibitors of human MCL1 binding to BIM-BH3 peptide | AID 2057 | hit rate 0.68% among 320,000 | inhibition, % at 10.9 µM | GST-MCL1 / FITC-Bim-BH3 fluorescence polarization | Q07820;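 active = inhibition above the mean inhibition of all tested compounds plus 3 SD, set per campaign, cut at about 40% in these data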;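 note: 0% = DMSO wells and 100% = unlabeled Bim-BH3 peptide control; higher means more loss of mP so more displacement of Bim peptide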
Target sequence (Q07820 whole entry, looked up): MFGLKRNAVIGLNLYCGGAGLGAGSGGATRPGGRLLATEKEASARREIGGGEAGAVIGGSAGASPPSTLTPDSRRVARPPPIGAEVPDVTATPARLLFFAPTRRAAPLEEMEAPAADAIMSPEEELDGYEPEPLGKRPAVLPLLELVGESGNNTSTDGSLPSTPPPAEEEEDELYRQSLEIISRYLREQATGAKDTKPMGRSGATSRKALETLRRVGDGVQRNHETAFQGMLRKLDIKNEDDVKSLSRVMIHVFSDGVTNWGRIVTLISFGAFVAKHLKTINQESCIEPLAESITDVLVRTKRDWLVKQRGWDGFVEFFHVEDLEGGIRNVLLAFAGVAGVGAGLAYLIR
TPT1 inhibitor – C. albicans TPT1 enzyme inhibition; recombinant caTPT1, FP RNA substrate dephosphorylation; inhibition, % at 5 µM; hit rate 0.81% among 300,000; AID 1962;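 active = inhibition above the mean of all tested compounds plus 3 SD, set per screening campaign, cut at about 24% in these data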;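 note: plate controls were DMSO alone for no effect and ferristatin control at 100 nM for full effect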
GSTO1 counter – GSTO1 inhibition, counter-screen for RBBP9 inhibitors; inhibition, % at 5.96 µM; hit rate 1.1% among 300,000; AID 1974; recombinant GSTO1, activity-based probe fluorescence polarization; P78417;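 active = inhibition above the campaign mean inhibition plus 3 SD, cut at about 35% in these data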;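 note: 0% = GSTO1-1 with DMSO and 100% = wells lacking GSTO1-1 enzyme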
BCLXL inh – Bcl-xL (human) inhibition; Q07817; inhibition, % at 10.9 µM; GST-Bcl-xL / FITC-Bim BH3 peptide fluorescence polarization; hit rate 0.7% among 320,000;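 active = inhibition above the mean of all tested compounds plus 3 SD, cutoff set per campaign, cut at about 30% in these data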;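 note: 0% = DMSO wells and 100% = unlabeled Bim-BH3 peptide competitor; inhibitors lower millipolarization by displacing the labeled peptide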
Target sequence (Q07817 whole entry, looked up): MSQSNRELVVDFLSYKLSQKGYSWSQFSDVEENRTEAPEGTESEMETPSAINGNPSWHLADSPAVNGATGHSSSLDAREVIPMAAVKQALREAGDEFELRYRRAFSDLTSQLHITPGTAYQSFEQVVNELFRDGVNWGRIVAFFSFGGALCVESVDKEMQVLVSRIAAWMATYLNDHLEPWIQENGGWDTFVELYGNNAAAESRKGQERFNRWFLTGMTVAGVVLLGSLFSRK
GLD-1 TGE inh – GLD-1-TGE RNA interaction inhibition (C. elegans). Q17339. purified GLD-1 + fluorescein TGE RNA, fluorescence polarization. inhibition, % at 5.96 µM. hit rate 0.44% among 320,000;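 active = percent inhibition above a per-plate cutoff, the plate mean of test compounds plus 3 SD, cut at about 30% in these data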;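 note: 0% = DMSO wells with GLD-1 and probe and 100% = wells lacking GLD-1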
An asterisk follows results filed as active; x = no result given. The list is partial; rates above refer to the full screens.

1: COc1c(Cl)cc(-c2noc(C)c2C(=O)NCc2ccc3c(c2)OCO3)cc1Cl
2: Cc1nn(C(C)C(=O)Nc2sc3c(c2C#N)CCCC3)c(C)c1[N+](=O)[O-] (stereo not drawn)
3: O=[N+]([O-])c1ccc(-[n+]2nc(-c3ccccc3)nn2-c2ccccc2)cc1
4: NC(=S)NC(=O)c1ccccc1
5: Nc1cc(N)nc(SCC(=O)Nc2ccc(Br)cc2Cl)n1
6: Cn1cc(/C=N/n2cnc3scc(-c4ccc(Cl)cc4)c3c2=O)c2ccccc21
7: COc1ccc(OC)c(NC(=O)c2ccc(Cl)cc2)c1
8: CCOc1ccc(CCNC(=O)c2c(C)noc2C)cc1OCC

assay / compound,1,2,3,4,5,6,7,8
PME-1 inh,0,2,2,-3,-7,-10,-4,-4
MEX-5 binding,4.6,-5.2,1.3,-0.7,3.5,-28*,2.3,3.3
GSTO1 counter,9,-2,15,-6,-3,0,-2,1
MCL1-BIM inh,1,8,9,13,-11,10,3,-6
GLD-1 TGE inh,1,11,3,-8,5,3,-2,-2
Fam108B inh,-2,1,-1,4,-1,-7,-1,0
BCLXL inh,5,3,4,0,-4,5,0,0
PAD4 FP inh,5,0,4,3,3,-7,3,-1
TPT1 inhibitor,-4,-2,-3,-1,-3,1,-4,-2

9: Cc1nc(N2CCOCC2)c2c(C)c(C(=O)Nc3ccc(C(F)(F)F)cc3)sc2n1
10: Cc1ccc(C)c(C(=O)COC(=O)Cn2[nH]c(=O)c3ccccc3c2=O)c1
11: CCC(COC)NC(=O)CCc1nnc(Cc2c[nH]c3ccccc23)o1 (stereo not drawn)
12: COc1ccc(NC(=O)CN2C(=O)NC3(CC(C)CC(C)(C)C3)C2=O)cc1S(=O)(=O)N1CCCCC1 (stereo not drawn)
13: CCCNC(=O)N1CCCC(C(=O)c2cccc(Cl)c2)C1 (stereo not drawn)
14: Cc1nnc(SCC(=O)NC2CCS(=O)(=O)C2)n1-c1ccccc1 (stereo not drawn)
15: c1cnc2nc(CSc3ncn[nH]3)cn2c1
16: COC(=O)COc1ccc2oc(=O)cc(-c3cc4cccc(OC)c4o3)c2c1

assay / compound,9,10,11,12,13,14,15,16
PME-1 inh,-3,1,0,0,-5,2,-2,1
MEX-5 binding,-0.1,x,1.7,-2.4,-0.6,-2.1,12,0.4
GSTO1 counter,-6,x,1,-2,6,1,5,-3
MCL1-BIM inh,-3,2,18,-9,3,1,7,-3
GLD-1 TGE inh,-3,-1,4,4,-3,-2,2,8
Fam108B inh,-4,x,2,1,-4,0,2,-1
BCLXL inh,-6,5,5,-13,0,-2,2,1
PAD4 FP inh,-1,3,0,-2,0,0,-2,0
TPT1 inhibitor,-2,x,2,3,1,-1,-5,-2

6 structures out of the list, arranged by length of the SMILES, largest number first:
10: Cc1ccc(C)c(C(=O)COC(=O)Cn2[nH]c(=O)c3ccccc3c2=O)c1
16: COC(=O)COc1ccc2oc(=O)cc(-c3cc4cccc(OC)c4o3)c2c1
14: Cc1nnc(SCC(=O)NC2CCS(=O)(=O)C2)n1-c1ccccc1 (stereo not drawn)
13: CCCNC(=O)N1CCCC(C(=O)c2cccc(Cl)c2)C1 (stereo not drawn)
8: CCOc1ccc(CCNC(=O)c2c(C)noc2C)cc1OCC
15: c1cnc2nc(CSc3ncn[nH]3)cn2c1

assay / compound,10,16,14,13,8,15
PME-1 inh,1,1,2,-5,-4,-2
MEX-5 binding,x,0.4,-2.1,-0.6,3.3,12
GSTO1 counter,x,-3,1,6,1,5
MCL1-BIM inh,2,-3,1,3,-6,7
GLD-1 TGE inh,-1,8,-2,-3,-2,2
Fam108B inh,x,-1,0,-4,0,2
BCLXL inh,5,1,-2,0,0,2
PAD4 FP inh,3,0,0,0,-1,-2
TPT1 inhibitor,x,-2,-1,1,-2,-5

Going on with the list.
17: O=C(COc1ncnc2scc(-c3ccccc3)c12)NC1CCCc2ccccc21 (stereo not drawn)
18: O=S(=O)(Nc1cc(S(=O)(=O)N2CCOCC2)ccc1N1CCCC1)c1cccs1
19: Cc1nnc(SCC(=O)NC(=O)NCc2ccco2)s1
20: Cc1nccn1CCCN1C(=O)CNC1=S
21: O=C(COC(=O)c1ccc2c(c1)OCO2)Nc1nc(-c2ccccc2)cs1
22: O=C(CNc1cccc(Cl)c1)c1ccc(Br)cc1
23: CCCCCC#CCC#CCC#CCC#CCCCC(=O)O
24: CCSC(=Nc1ccccc1)N1CCOCC1

assay / compound,17,18,19,20,21,22,23,24
PME-1 inh,-9,10,-1,-4,-10,-9,-8,4
MEX-5 binding,1.6,-2.0,-3.4,4.0,0.5,1.4,-22,0.0
GSTO1 counter,2,-8,2,-1,-7,-1,29,-3
MCL1-BIM inh,-14,10,2,8,6,-2,96*,-3
GLD-1 TGE inh,1,22,1,3,-5,-6,11,4
Fam108B inh,1,5,-1,0,-25,4,11,-2
BCLXL inh,-1,19,-3,-9,1,-1,25,-1
PAD4 FP inh,4,-1,-1,-2,-13,-1,-3,-2
TPT1 inhibitor,0,-3,-2,-2,-3,0,11,4

25: CC1CCCCN1C(=O)CSc1nc2cc3c(cc2c(=O)n1Cc1ccc2c(c1)OCO2)OCO3 (stereo not drawn)
26: C/C(=N\Nc1cccc(Cl)c1)c1ccc(-n2ccnc2)cc1
27: COC(Cc1n[nH]c(=S)n1-c1ccc(Cl)cc1)OC
28: COc1ccc(C(C)(C)C)cc1NC(=O)CCc1c(C)noc1C
29: CN1CCN(c2ccccc2/C=C2/C(=O)Nc3ccccc32)CC1
30: O=C(C1CCC1)N1CCc2cc(S(=O)(=O)NCc3ccco3)ccc21
31: CCCn1c(CNC(=O)c2ccccc2)nc2ccccc21
32: N/C(=N\NS(=O)(=O)c1ccccc1Cl)c1ccccn1

assay / compound,25,26,27,28,29,30,31,32
PME-1 inh,-2,17,-6,-5,6,5,1,2
MEX-5 binding,1.6,x,0.6,x,-0.5,-1.8,-3.1,-6.2
GSTO1 counter,4,10,10,x,-1,-7,-2,1
MCL1-BIM inh,8,7,1,0,8,4,-1,-3
GLD-1 TGE inh,8,2,6,2,-2,5,-5,2
Fam108B inh,-3,7,1,x,1,1,0,-3
BCLXL inh,7,9,-5,-3,6,6,2,-2
PAD4 FP inh,0,1,0,0,0,2,-2,-2
TPT1 inhibitor,0,1,1,x,-4,0,0,-1

33: O=C(CCc1ccccc1)Nc1cccc(NC(=O)CCc2ccccc2)c1
34: CCOc1ccc(C(=O)CCN2CCCCC2)cc1
35: CC1CCN(S(=O)(=O)c2ccc(NC(=O)Cc3ccccc3)cc2)CC1
36: COc1ccc(CCNC(=O)Cn2cnc3c2c(=O)n(C)c(=O)n3C)cc1OC
37: CCOC(=O)C(Cc1ccc(N)cc1)N1C(=O)c2ccccc2C1=O (stereo not drawn)
38: CCn1c(=O)c2cc(C(=O)NCCN3CCOCC3)sc2c2ccccc21
39: O=C(CCc1nnc(COc2ccccc2)o1)NC1(c2ccccc2)CC1
40: Cc1ccc(NC(=O)CCN2C(=O)NC3(CCCC3)C2=O)c(C)c1

assay / compound,33,34,35,36,37,38,39,40
PME-1 inh,-4,-3,-8,3,0,-2,-4,-5
MEX-5 binding,-2.0,0.0,-2.5,0.2,-0.5,-0.7,2.9,x
GSTO1 counter,-8,-11,-2,4,5,1,-4,x
MCL1-BIM inh,3,-1,-1,11,8,6,0,-8
GLD-1 TGE inh,2,-4,-1,3,6,4,-2,5
Fam108B inh,-1,-7,2,1,5,4,2,x
BCLXL inh,-1,0,-2,7,2,9,8,-2
PAD4 FP inh,-3,-4,0,1,-5,1,-1,-1
TPT1 inhibitor,2,-2,-1,-3,0,-3,-2,x

41: C=CCn1c(N)cc(=O)nc1SC(C)C(=O)Nc1cccc2ccccc12 (stereo not drawn)
42: Cn1c(=O)c2c(=O)cc(NNC(=O)C(C)(C)C)[nH]c2n(C)c1=O
43: Cc1ccc(N(CCC(=O)O)S(=O)(=O)c2cccc(C(F)(F)F)c2)cc1
44: Cc1ccc(OCCOCCNC(C)(C)C)c([N+](=O)[O-])c1
45: O=C(Nc1ccc(Br)c(Br)c1)C1CCCO1 (stereo not drawn)
46: NC(N)=N/N=C/c1ccc(OCc2ccc(Cl)cc2)cc1
47: O=C(N/N=C/c1c(O)n(Cc2ccccc2)c(=O)c2ccccc12)c1cccnc1
48: COc1ccc(C(C)=O)cc1CSC(=N)N

assay / compound,41,42,43,44,45,46,47,48
PME-1 inh,2,2,-5,1,-1,3,3,-6
MEX-5 binding,x,1.2,-0.9,-3.1,1.6,1.2,-7.3,-2.0
GSTO1 counter,-1,11,-2,0,6,-1,2,-3
MCL1-BIM inh,-4,2,-5,3,6,6,-63,-3
GLD-1 TGE inh,-5,0,3,6,-9,1,-20,13
Fam108B inh,2,-2,1,4,1,-3,14,-2
BCLXL inh,-2,7,2,8,3,1,-28,-2
PAD4 FP inh,0,-3,1,4,-2,0,-8,6
TPT1 inhibitor,-4,2,-1,0,1,1,106*,1

49: CC1CCCCN1S(=O)(=O)c1ccc(NC(=O)c2cccs2)cc1 (stereo not drawn)
50: O=C(CN1C(=O)NC2(CCCC2)C1=O)Nc1ccc(S(=O)(=O)N2CCOCC2)cc1
51: Cc1cc(NC(=O)CSCC(=O)OCC(=O)c2cccc(Br)c2)no1
52: COc1cccc(C(=O)NC(=S)Nn2cnnc2)c1OC
53: CCC(=O)Nc1ccc(N2CCN(Cc3ccccc3F)CC2)cc1
54: CN1C(=O)c2ccc(C(=O)NC3CCCCC3)cc2C1=O
55: COc1cc(Cl)ccc1OCc1cc(C(=O)NC2CCc3ccccc32)no1 (stereo not drawn)
56: Cc1ccc(/C=C2/SC(=S)N(CCC(=O)NCCCN3CCOCC3)C2=O)cc1

assay / compound,49,50,51,52,53,54,55,56
PME-1 inh,-9,4,-1,3,-1,-8,2,-4
MEX-5 binding,2.1,1.4,x,2.7,2.0,-2.8,1.0,1.0
GSTO1 counter,-6,-3,x,8,0,9,0,36*
MCL1-BIM inh,-1,-6,0,4,4,0,5,1
GLD-1 TGE inh,3,7,-9,1,-4,-5,-5,4
Fam108B inh,-3,-7,x,-2,2,-6,0,-6
BCLXL inh,3,3,2,9,5,-4,4,-1
PAD4 FP inh,-2,-2,-4,0,-2,-3,3,-13
TPT1 inhibitor,1,-2,x,1,-3,-1,-2,2

57: N#C/C(=C\c1ccco1)c1nc2ccccc2s1
58: COc1ccccc1NS(=O)(=O)c1ccc2oc(SCc3ccc(C#N)cc3)nc2c1
59: CCOc1ncccc1C(=O)Nc1nc(C(C)(C)C)cs1
60: COc1ccccc1CC(=O)Nc1ccc(S(=O)(=O)N2CCCCC2)cc1
61: COc1ccc(N(CC(=O)NCc2ccc(F)cc2)C(=O)Cn2nnc(-c3ccc(C)o3)n2)cc1OC
62: c1cc(-c2cn(C[C@H]3CC[C@@H]([C@@H]4CC[C@H](Cn5cc(-c6ccsc6)nn5)O4)O3)nn2)cs1
63: CN(Cc1ccccc1)C(=O)Nc1ccc(Cl)cc1
64: CNc1nc(-c2c[nH]c3ccccc23)cs1

assay / compound,57,58,59,60,61,62,63,64
PME-1 inh,-5,15,9,4,-1,-2,2,4
MEX-5 binding,-9.8,0.7,0.5,-4.4,-1.1,0.7,2.0,2.0
GSTO1 counter,-3,-6,0,5,6,1,10,-22
MCL1-BIM inh,75*,4,2,0,14,4,1,21
GLD-1 TGE inh,55*,2,9,-4,2,7,1,-1
Fam108B inh,1,0,-5,0,0,2,3,7
BCLXL inh,79*,2,5,0,1,5,3,19
PAD4 FP inh,-32,-3,6,-5,4,-1,5,-18
TPT1 inhibitor,10,-6,4,3,1,-2,-2,4
